Screens (PubChem BioAssay)
ALOX12 inhib = inhibitors of human 12-lipoxygenase (ALOX12); P18054; purified 12-hLO, xylenol orange hydroperoxide absorbance; Potency, µM (top dose mostly 57.1 µM), inactives show at the top dose activity change, negative = inhibition, most hits filed as inhibitors; 150,000 compounds, 0.12% hits; AID 1452; also: potency is read from the fitted curve at half-maximal effect; nearly all actives have a fitted effect of over 55% in size; many of its hits are not listed in these tables
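Xylenol orange chromogenic assay: hydroperoxide from 12hLO oxidises Fe(II), giving red-shifted Fe(III)-XO absorbance. Conditions: 150 nM enzyme, 40 uM arachidonic acid, 25 mM Hepes pH 7.0, 0.01% Triton X-100, 30 min, room temperature.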
IMPase cell inh = cell-permeable inhibitors of inositol monophosphatase (IMPase). CHO-M1 cells, IP1 accumulation, HTRF TR-FRET ratio. AID 901. P97697. 120,000 tested, under 10 active. inhibition (IP1 accumulation), % at 46.1 µM; active = well fitted curve in the direction sought with a large enough effect in the signal ratio, not every such curve was filed as active; inconclusive = small, poorly fitted or top-dose-only effect, or a change in a side signal; inactive = no such curve, though single readings can be large or run the other way; the % refers to the signal ratio;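 also: cells stimulated with carbachol in lithium chloride buffer; plate controls were DMSO basal wells for no effect and reference inhibitor wells for full effect; higher means more IMPase inhibition seen as more IP1 and lower FRET ratio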
Target sequence (P97697 whole entry, looked up): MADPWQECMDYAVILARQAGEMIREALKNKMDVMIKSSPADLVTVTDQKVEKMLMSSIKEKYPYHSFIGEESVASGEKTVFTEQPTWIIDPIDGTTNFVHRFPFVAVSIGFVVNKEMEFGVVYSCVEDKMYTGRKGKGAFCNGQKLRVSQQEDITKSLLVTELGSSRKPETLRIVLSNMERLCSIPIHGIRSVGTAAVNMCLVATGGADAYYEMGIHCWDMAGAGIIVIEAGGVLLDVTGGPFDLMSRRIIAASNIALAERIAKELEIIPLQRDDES
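Cellular IMPase inhibition is scored as a rise in cytosolic IP1, detected by competitive TR-FRET between d2-labelled IP1 and a europium anti-IP1 antibody. M1-expressing CHO cells were stimulated with carbachol for 30 min at 37C, with lithium (50 mM LiCl) present in the buffer.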
ALOX15B inhib = 15-hLO-2 (ALOX15B) enzyme inhibition | O15296 | purified 15hLO-2, xylenol orange hydroperoxide absorbance | Potency, µM (doses to about 57.1 µM), for inactives: at the top dose activity change, negative = inhibition, hits mostly inhibitors | 110,000 compounds, 0.56% hits | AID 881; also: potency is read from the fitted curve at half-maximal effect; nearly all actives have a fitted effect of over 60% in size; many of its hits are not listed in these tables
Target sequence (O15296 whole entry, looked up): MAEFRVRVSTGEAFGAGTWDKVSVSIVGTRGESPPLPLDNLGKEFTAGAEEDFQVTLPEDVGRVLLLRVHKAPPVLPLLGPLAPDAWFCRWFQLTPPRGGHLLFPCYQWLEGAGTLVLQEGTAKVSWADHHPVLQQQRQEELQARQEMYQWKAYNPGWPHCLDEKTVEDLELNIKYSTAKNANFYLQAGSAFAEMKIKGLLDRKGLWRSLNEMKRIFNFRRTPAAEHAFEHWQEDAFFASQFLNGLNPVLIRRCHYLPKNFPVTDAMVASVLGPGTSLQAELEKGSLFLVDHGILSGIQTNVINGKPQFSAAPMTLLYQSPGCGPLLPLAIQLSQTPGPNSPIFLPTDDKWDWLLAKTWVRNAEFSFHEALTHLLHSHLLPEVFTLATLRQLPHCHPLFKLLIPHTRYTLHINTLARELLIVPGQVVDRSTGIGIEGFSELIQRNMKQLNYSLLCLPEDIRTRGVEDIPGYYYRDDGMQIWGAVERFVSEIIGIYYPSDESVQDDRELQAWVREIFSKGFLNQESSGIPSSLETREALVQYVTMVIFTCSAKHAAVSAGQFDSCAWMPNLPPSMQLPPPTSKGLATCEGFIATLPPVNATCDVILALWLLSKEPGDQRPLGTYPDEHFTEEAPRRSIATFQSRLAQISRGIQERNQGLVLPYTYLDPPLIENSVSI
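Enzyme 50 nM, AA 45 uM, 25 mM Hepes pH 7.5 + 0.01% Triton X-100; cpd preinc 15 min RT, rxn 90 min RT; stop/detect with 200 uM XO + 300 uM Fe(II) in 50 mM H2SO4, 30 min; A573/A405.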
PNC assembly inh = perinucleolar compartment assembly inhibition; AID 2417; 140,000 compounds, 3.1% hits; PC3M PTB-GFP, PNC prevalence imaging, 16 h; active compounds read low; activity change (PNC), negative = inhibition, % at 10 µM;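 active = readout at or below -70, meaning at least 70% loss of cells showing the perinucleolar compartment, a nuclear body marking cancer cells; inconclusive = readout between -30 and a set limit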;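 also: plate controls were DMSO wells for no effect and camptothecin positive control wells for full effect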
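Read-out is percentage of cells bearing a perinucleolar compartment, from automated 20x imaging of fixed, Hoechst-stained PC3M PTB-GFP cells. Cells were seeded 4 h, then exposed 16 h to compound (23 nl of library stock) in duplicate plates.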
Active calls of the source: *; u = inconclusive; x = no result given; [ ] = another dose, or the depositor's remark. Unless noted, calls follow the shape of the dose curve; as a rule, active = well fitted curve in the direction sought with a large enough effect; inconclusive = small, poorly fitted or top-dose-only effect, or another doubt; inactive = no such curve, though single readings can be large; an effect the other way counts as inactive or inconclusive. Unless noted, % is scaled to controls: 0 for no effect and ±100 for the full control effect.

Values in the order – ALOX12 inhib	IMPase cell inh	ALOX15B inhib	PNC assembly inh
#1 CCOC(=O)C1CCN(c2c(-c3ccccc3)c3cc(Cl)ccc3[nH]c2=O)CC1
→ -6%	-16	x	80
#2 COCCNc1c2c(nc3c(-c4ccccc4)c(C)nn13)CCCC2
→ 12%	5	x	79
#3 N#Cc1c(NC(=O)c2ccccc2)sc2c1CCCCC2
→ -1%	17	x	36
#4 CCOc1ccc(NC(=O)CSc2nc3cccnc3n2CC)cc1
→ 0%	-1	-4%	15
#5 COCCn1c(-c2ccc(OC)cc2)cnc1SCC(=O)Nc1ccc(OC)cc1OC
→ -1%	x	x	-19
#6 CCN(CC)S(=O)(=O)c1ccc(N=N/C(C(C)=O)=C(/C)O)cc1
→ -9%	-4	-6%	41
#7 CC/C(C)=N\N=C\c1c(O)n(CC)c2cc(C3=NNC(=O)CC3)ccc12
→ -3%	x	x	-11
#8 COC(=O)[C@H](CCSC)NC(=O)N1CCC(C)CC1
→ 2%	0	-4%	-26
#9 CCCC(O)(c1ccc(OC)cc1)C(CN(C)C)c1ccccc1 (centres undefined)
→ 4%	2	10%	6
#10 O=C(/C=C/c1ccccc1Cl)N1CCCN(C(=O)/C=C/c2ccccc2Cl)CC1
→ 0%	-16	x	8
#11 COc1ccc(Cl)cc1-n1c(C)cc(C=O)c1C
→ 2%	12	-7%	-11
#12 Cn1nnnc1SCC(=O)NCC(=O)c1ccccc1
→ 0%	u	-15%	u
#13 C=CCOc1cccc(C2c3c(oc4ccccc4c3=O)C(=O)N2c2ccccn2)c1 (centres undefined)
→ -4%	3	-5%	24
#14 N#Cc1nc(COc2ccccc2F)oc1NCc1ccc(F)cc1
→ -8%	22	-8%	8
#15 COc1ccc2[nH]c(=O)c(CN(CCO)S(=O)(=O)c3c(C)ccc4nsnc34)cc2c1
→ -3%	7	-2%	u
#16 O=C(COc1ccccc1)N1CCN(S(=O)(=O)c2ccc(Cl)cc2)CC1
→ -1%	1	1%	-8
#17 COc1ccc(N2CCN(C(=O)c3ccc4c(=O)n(CC5CCCO5)c(=O)[nH]c4c3)CC2)cc1 (centres undefined)
→ -5%	0	-3%	u
#18 COC(=O)c1cc2nc(-c3ccc(OC)c(OC)c3)cc(C(F)(F)F)n2n1
→ -3%	-4	3%	u
#19 O=C(Nc1ccccc1F)C(=Cc1sc(N2CCOCC2)nc1-c1ccccc1)C(=O)Nc1ccccc1F
→ 2%	-1	x	u
#20 Cc1nc(-c2cccc(NS(=O)(=O)c3cccc4ccccc34)c2)cs1
→ -7%	1	2%	0
#21 Cc1ccccc1C(=O)Nc1ccccc1-c1nnn(CC(=O)Nc2ccc3c(c2)OCCO3)n1
→ 0%	8	-15%	4
#22 CC(=O)c1ccc(N2CCN(C(=O)CCCc3nc4ccccc4s3)CC2)cc1
→ 0%	x	x	55
#23 COc1ccccc1/C=C/C(=O)c1ccc(Cl)cc1
→ -3%	2	2%	-14
#24 COc1ccccc1CNC(=O)COC(=O)c1ccc(S(=O)(=O)N2CCCC2)cc1
→ -7%	9	-5%	-23
#25 Cc1nn(-c2ccccc2)c(C)c1C(=O)OCC(=O)NC(=O)NC1CCCC1
→ -7%	u	-3%	u
#26 COc1ccc(NC(=O)CS(=O)CC(=O)NCc2cccc(C(F)(F)F)c2)cc1 (centres undefined)
→ -2%	-4	-1%	5
#27 CC1CN(c2oc(-c3ccco3)nc2S(=O)(=O)c2ccccc2)CC(C)O1 (centres undefined)
→ 1%	-2	-6%	-12
#28 N/C(CC/C(N)=N/O)=N\O
→ 1%[11.4 µM]	x	1%[11.4 µM]	x
#29 CN(C)CCN1C(=O)C(O)=C(C(=O)c2ccco2)C1c1ccccc1F (centres undefined)
→ 1%	-22	-10%	-21
#30 CC(C(=O)NCc1ccccc1)N1C(=O)C2CC=C(Cl)CC2C1=O (centres undefined)
→ -12%	10	4%	12
#31 COc1ccc(C2CC(c3cccc(C)c3)n3nc(N)nc3N2)cc1 (centres undefined)
→ 1%	5	7%	u
#32 Cc1onc(-c2ccccc2Cl)c1C(=O)N1CCc2ccccc21
→ 5%	-4	-1%	26
#33 COc1ccccc1CNC(=O)c1ccc(OC(F)F)c(OC)c1
→ 0%	-3	x	u
#34 Cn1nnnc1SCCNCC#Cc1ccccc1
→ -2%	5	-1%	20
#35 CC(c1ccccc1C(O)c1ccccc1)N(C)C (centres undefined)
→ -6%	4	5%	-21
#36 COc1cc(-c2nnc(SCC(=O)c3ccccc3)o2)cc(OC)c1OC
→ -12%	2	-17%	u
#37 COCCN1Cc2cccc(C(=O)NC3CCCCCC3)c2C1=O
→ 3%	x	x	19
#38 Cn1cnnc1Sc1ccc(C(=O)OCC(=O)Nc2cc(Cl)cc(Cl)c2)cc1[N+](=O)[O-]
→ 0%	-1	x	u
#39 Cc1sc(NC(=O)c2ccco2)c(C(Nc2ccccn2)c2ccccc2)c1C (centres undefined)
→ -2%	-6	x	u
#40 CCn1c(Cc2ccccc2)nnc1SCC(=O)Nc1cc(C)on1
→ -1%	10	-5%	-107*
#41 COC(=O)[C@@]1(Cc2ccc(OC)cc2)[C@H]2c3cc(C(=O)N(C)C)n(CCF)c3C[C@H]2CN1C(=O)c1ccccc1
→ -6%	x	9%	x
#42 Cc1cc(NS(=O)(=O)c2ccc(NC(=O)CCc3ccccc3)cc2)no1
→ -2%	-8	-6%	5
#43 COc1ccc(N2C(=O)NC3CC2(C)Oc2ccc(Cl)cc23)cc1OC (centres undefined)
→ 1%	-1	-12%	-8
#44 CCOc1ccc(NC(=O)CCC(=O)OC)cc1
→ -1%	-2	1%	u
#45 Cc1c(CCOC(=O)c2ccccc2)sc[n+]1Cc1ccccc1
→ 0%	x	x	-19
#46 CC(=O)Oc1c(C)cc(OCC(O)CNC(C)C)c(C)c1C (centres undefined)
→ -1%[0.00818 µM]	x	19%[0.0915 µM]	x
#47 O=C1OC(O)C(C(Cl)Cl)=C1Cl (centres undefined)
→ 0%	x	-11%	x
#48 COc1cc(O)oc1C=Nc1ccc(Oc2ccccc2)cc1
→ -4%	1	-7%	u
#49 Cc1ccc(/C=C2/CCc3c([nH]c4ccccc34)C2=O)cc1
→ -1%	6	3%	17
#50 CCOc1ccccc1C(=O)NC(C(=O)OCC(=O)Nc1nnc(-c2ccccc2)o1)C(C)C (centres undefined)
→ 5%	-3	24%	u
#51 CC(=O)NS(=O)(=O)c1ccc(NC(=O)C(Sc2ccccc2)c2ccccc2)cc1 (centres undefined)
→ 5%	13	-3%	-27
#52 BrC(/C=N/Nc1nc(N2CCOCC2)nc(N2CCOCC2)n1)=C/c1ccccc1
→ 2%	5	4%	-96*
#53 Cc1nc2ccccc2c(=O)n1CCN1CCOCC1
→ -6%	-5	-3%	u
#54 O=C(NCc1ccccc1)C1CCCN(S(=O)(=O)c2cccc3nonc23)C1 (centres undefined)
→ 2%	x	x	6
#55 Cc1ccc(-c2cc(C(=O)Nc3ccc(S(=O)(=O)Nc4cc(C)on4)cc3)c3ccccc3n2)c(C)c1
→ -7%	5	-9%	u
#56 COC(=O)c1ccc(CSc2nnc(NC(=O)C3CC(=O)N(c4ccc5c(c4)OCCO5)C3)s2)cc1 (centres undefined)
→ -3%	x	x	-27
#57 C=C(C)CSc1nc2c(cc1C#N)CCC2
→ 0%	-1	2%	41
#58 CCOC(=O)c1[nH]c2c(c1C)C(=O)CC(c1ccc(OCC)c(OC)c1)C2 (centres undefined)
→ 2%	5	10%	-6
#59 COc1ccc(-c2onc(C)c2-c2ccc(C(=O)OC(C)C)o2)c(O)c1
→ -1%	21	-17%	u
#60 NCCCCCNC(=O)/C=N\O
→ -2%	u	19%	u

Remaining list, next part:
Values in the order – ALOX12 inhib	IMPase cell inh	ALOX15B inhib	PNC assembly inh
#61 N[C@@H](CSS(=O)(=O)O)C(=O)O
→ -1%	-3	40%[activator]	x
#62 COc1cc(OC)cc(-n2nnnc2SCC(=O)NC2CCCC2)c1
→ -1%	6	-6%	37
#63 C(=N\N1CCN(C2c3ccccc3-c3ccccc32)CC1)/c1ccccn1
→ 1%	-4	37%[activator]	74
#64 CC(C)(C)c1ccc(-c2csc(NC(=O)CN3C(=O)NC4(CCCCC4)C3=O)n2)cc1
→ 9%	1	-26%	8
#65 CCCOc1ccc(Cc2nn[nH]n2)cc1
→ -2%	-6	-3%	u
#66 c1ccc2nc3c(nc2c1)CCc1nonc1-3
→ -1%	-3	-8%	u
#67 CC(C)c1nc(SCC(=O)Nc2cccc(S(N)(=O)=O)c2)n[nH]1
→ 4%	-1	5%	38
#68 Cc1ccc(/C=N/NC(=O)c2ccc(C(=O)N/N=C/c3ccc(C)s3)o2)s1
→ 6%	5	x	92
#69 Cc1ccsc1C(=O)OCc1csc(-c2ccccc2)n1
→ -8%	5	0%	u
#70 CS(=O)(=O)N(CC(=O)N1CCCCC1)Cc1ccc(Cl)cc1
→ 2%	x	x	28
#71 CC(=O)Oc1ccc(C(=O)Nc2nccs2)cc1
→ 1%	12	7%	39
#72 O=C(NCC1CCCO1)c1nn2cccnc2c1Cl (centres undefined)
→ -4%	-13	-2%	-10
#73 Cc1cccc[n+]1CC(=O)c1ccc2c(c1)OCCO2
→ 1%	16	x	u
#74 COc1ccc(OC)c(Nc2nc(-c3sc(N)nc3C)cs2)c1
→ -8%	16	19%	33
#75 O=C(/C=C/c1ccc(O)c(O)c1)O[C@@H]1C[C@@](O)(C(=O)O)C[C@H](O)[C@@H]1O
→ -4%	3	-2%	x
#76 Cc1ccc(-n2ncc3c(=O)n(Cc4ccccn4)cnc32)cc1C
→ -7%	8	7%	-13
#77 COc1cc(/C=C(\C#N)c2nnc(N3CCOCC3)n2-c2ccccc2)ccc1O
→ 1%	7	x	-26
#78 CCOC(=O)c1c(C)[nH]c(C(=O)COC(=O)/C=C/c2ccc(O)c(OC)c2)c1C
→ 0%	x	x	144
#79 CCOc1ccccc1OCC(=O)Nc1ccc(N2CCCCC2)cc1
→ -3%	1	-8%	u
#80 CCN(CC)CCn1c(/N=C/c2cc(Br)ccc2O)nc2ccccc21
→ 1%	x	x	22
#81 Cc1nnsc1C(=O)Nc1cc(Cl)ccc1Cl
→ -1%	u	x	-21
#82 Cc1cc(/C=N/n2cnnc2)c(O)c([N+](=O)[O-])c1
→ -1%	x	x	-118*

Some of the compounds tested; the hit share may differ from the screen's.
